Screening data (PubChem BioAssay)
ARNT-TACC3 inh: disruptors of human ARNT/TACC3 interaction; 0.66% of 390,000 active; AlphaScreen His-ARNT PAS-B/GST-TACC3 binding, luminescence; TACC3 fragment carries E629A point mutation; inhibition, % at 9.99 µM;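 active means mean inhibition of replicates at least 50% and at least half of replicates each reaching 50%; inconclusive means half or more replicates reach 50% but mean below 50%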;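 further: 0% = complete ARNT plus TACC3 wells and 100% = ARNT alone without TACC3; many hits fall short of the cut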
LGR2 inh: Drosophila LGR2 receptor signaling inhibition; HEK293 LGR2, CRE-luciferase, bursicon-stimulated, 4 h; inhibition, % at 9.99 µM; 0.35% of 380,000 active; AID 720647;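 active means drop in luminescence signal, shown as inhibition above about 50% in the replicate tests, limit read from the data, passing the limit was not always enough; inconclusive means probably only some replicates passing the limit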;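 further: agonist challenge used bursicon conditioned medium at about half maximal strength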
GSIS activator: primary screen for activators of insulin secretion dependent on glucose, INS-1E cells, GLuc reporter luminescence; INS-1E GLuc reporter insulin secretion, 2-3 h; activation, % at 16.6 µM; 0.61% of 370,000 active; AID 743287;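 active means lowest replicate activation of at least 40%, so every replicate reaches that level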;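 further: 0% = median of neutral control wells and 100% = median of IBMX positive control wells; some compounds called inactive have numbers as strong as hits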
PAX8 reporter: lowers PAX8-driven luciferase in RMG-I cells. RMG-I TPO-luciferase reporter, SteadyGlo, 24 h. inhibition, % at 12.6 µM. 1.2% of 360,000 active;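 active means mean replicate inhibition at least 60% with every replicate also reaching 60%; inconclusive means only one of the two criteria is met; inactive means mean below 60% and not all replicates reaching 60%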;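 further: luciferase light reporting Pax8 driven TPO promoter activity; plate controls were median of neutral control wells for no effect and mitoxantrone controls for full effect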
Cneo AK release: causes C. neoformans cell lysis; adenylate kinase release luminescence, 4 h; normalised: neutral wells 0, clomiphene wells 100; lysis activity, % at 15 µM; AID 651654; 0.2% of 360,000 active;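 active means mean lysis activity across replicates of at least 80%, whatever share of replicates individually reach that level; inactive means mean lysis activity below 80%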
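Assay system: C. neoformans cells. Amount: yeast cell density of 5 × 10^6 cells/mL. Technique: AK luminescence. Buffer or medium: YPD. Times: static 4 h at 37 °C with compound, 1 h detection. Dosing: single-point compound dose. Read-out: lysis from increased AK signal.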
PglD inh: PglD (C. jejuni) enzyme inhibition; purified PglD enzyme, DTNB colorimetric CoA detection; inhibition, % at 12.5 µM; 0.098% of 360,000 active; in the data active means inhibition above about 16%, passing the limit was not always enough; inconclusive means no clear call, values can overlap the other calls; further: strong numbers were not always called active
C2C12 statin: protects C2C12 myotubes from simvastatin toxicity; AID 602340; ATP luminescence, 48 h; scaled: DMSO 0, geranylgeraniol control 100; 0.78% of 330,000 active; rescue of ATP level, % at 7.49 µM;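 active means mean ATP rescue above about 67%, or every replicate alone reaching that limit, limit read from the data, passing the limit was not always enough; inconclusive means no clear call, values can overlap the other calls; inactive means mean under the limit and some replicate under it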;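 further: myotubes were challenged with 10 µM simvastatin during compound exposure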
PGC1a acetyl inh: PGC1a acetylation modulation, inhibitor mode | U2OS PGC1a acetylation, AlphaScreen anti-acetyl-lysine; with virally co-expressed GCN5 acetyltransferase | inhibition, % at 15.6 µM | 0.17% of 350,000 active | AID 651687;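 active means every replicate shows inhibition of at least 40%; inconclusive means mean inhibition at least 40% but some replicate below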;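 further: 0% = neutral control wells and 100% = positive control wells; some results beyond the cut were filed as inactive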
An asterisk follows results filed as active; ? = inconclusive; . = not tested or not shown; & = joins results of further samples.

structure	ARNT-TACC3 inh	LGR2 inh	GSIS activator	PAX8 reporter	Cneo AK release	PglD inh	C2C12 statin	PGC1a acetyl inh
CCCNC(=O)N(C)C[C@@H]1Oc2cc(Br)ccc2S(=O)(=O)N([C@@H](C)CO)C[C@H]1C	-5&-9	-10&-10	-1&-9	-17	0&6&7	-6&1&-1	18	-11&-10&-20
Cc1ccc2nc(SCC(=O)NC3CCCC3)[nH]c2c1	-3	-10	0	4	-1	6	-36	-4
COc1ccc(CN=C(NS(=O)(=O)c2cccs2)SC)cc1	-5	-22	46	3	.	.	.	.
O=C(Nc1ccccc1)c1ccncc1	-6	.	.	-3	2	3	8	-2
CCc1ccc(NC(=O)C(=O)NCCN2CCN(S(=O)(=O)c3ccccc3)CC2)cc1	-37	-4	-6	-14	0	-4	-4	.
CC(=O)C1=C(C)N(CC2CC2)C(=O)N[C@H]1c1cccs1	2	.	.	.	2	2	0	0
Cc1cc(C)nc(NC(N)=NCCc2c[nH]c3ccccc23)n1	5	28	45*	21	2	-7	-8	1
N#CC(C(=O)OC1CCCCC1)c1nc2ccccc2nc1N1CCOCC1 (configuration not stated)	-12	.	.	-6	4	5	-53	-6
Cc1cc(C(=O)Cn2nnc3ccccc3c2=O)c(C)n1-c1ccccc1F	35	?	-10	.	.	.	.	7
CCCCn1c(SCC(=O)Nc2cc(C)on2)nnc1-c1cccs1	-9	4	21	18	6	-3	-31	-10
COc1ccccc1C(=O)OCc1c(-c2ccccc2)ncc2ccccc12	17	5	-35	-26	-1	1	-3	-2
CN1c2ccc(-c3ccc(F)cc3)cc2[C@@H]2[C@@H](CCN2C(=O)c2ccncc2)[C@H]1CO	-8	3	13	-18	2	-3	13	-29
Cc1cc(C(=O)Nc2ccccc2C)n(-c2ccccc2)n1	-4	12	.	5	1	-2	20	.
C[C@H]1CN([C@@H](C)CO)C(=O)Cc2cc(NS(=O)(=O)c3cccs3)ccc2O[C@H]1CN(C)C	-4	-4	7	-11	-2	-6	26	0
CC1(C)C2(C#N)C(=O)NC(=O)C12C#N (configuration not stated)	-1	-8	.	1	1	-7	0	5
Cc1ccc(S(=O)(=O)NC(=O)c2ccccc2)cc1C(C)C	-5	.	11	-3	.	.	5	0
C[C@H]1CN([C@@H](C)CO)C(=O)c2cccc(NS(=O)(=O)c3ccc(Cl)cc3)c2O[C@@H]1CN(C)C(=O)Nc1ccccc1	.	-22	-4	-12	-2	-4	6	-3
O=C(Nc1ccccc1N1CCN(C(=O)c2ccccc2)CC1)c1ccco1	24	-3	31	20	.	.	-1	0
O=C(C[C@H]1C[C@H]2c3cc(NC(=O)c4cccnc4)ccc3O[C@H]2[C@H](CO)O1)NCC1CC1	2	-1	-10	-27	40	4	3	-13
COc1cccc(NC(=O)CN(C)C(=O)CC2CCCCC2)c1	-7	18	-12	0	.	.	.	.
CCCOC(=O)C1=C(C)NC2=C(C(=O)C(C(=O)OC)C(C)C2)C1c1ccc(N(CC)CC)cc1 (configuration not stated)	-2	.	.	4	-1	-3	7	-18
CC(=O)Nc1ccc(-c2nc(C)c(C(C)=O)n2O)cc1	6	9	-6	.	-8	-1	8	2
COc1cccc(CN2C[C@@H]3N[C@H](C2)C3c2ccc(-c3ccccc3C)cc2)c1 (some centres not stated)	.	-6&-5	-9&-6	16&-3	.	.	.	-22&-49
C[C@@H]1CCCCO[C@@H](CN(C)CC2CC2)[C@@H](C)CN([C@@H](C)CO)C(=O)c2cc(NS(=O)(=O)c3cccs3)ccc2O1	2	8	-1	-32	-11	-2	.	6
NC(N)=N/N=C/c1ccccc1OC(F)F	5	23	1	10	2	-8	-1	2
Cc1sc2ncnc(N(C)Cc3cccs3)c2c1C	-7	-7	-8	.	.	.	.	36
O=c1[nH]c(Nc2ccccc2Cl)cc2ccccc12	37*	-34	-4	-24	-2	1	136*	0
Cc1cc(C)c(/C=N/NC(N)=O)c(C)c1/C=N/NC(N)=O	2	.	.	.	4	5	.	-6
Cc1ccc(N2C(=O)/C(=C\c3ccco3)SC2=S)cc1	-2	.	.	.	1	6	1	5
C[C@@H]1CCCCO[C@@H](CN(C)S(=O)(=O)c2ccccc2)[C@@H](C)CN([C@H](C)CO)C(=O)c2cc(NC(=O)CCC(F)(F)F)ccc2O1	-10	6	-8	-5	-3	1	.	2
COCCn1c(SCC(=O)N2CCCc3ccccc32)nnc1-c1ccoc1C	5	.	.	15	-2	0	8	-25
O=C(O)c1cccc(Nc2nc(-c3cc4ccccc4oc3=O)cs2)c1	24	-65	16	-57	3	4	-6	10
CCOC(=O)C1=C(c2ccccc2)N=c2s/c(=C\c3ccc(O)cc3)c(=O)n2C1c1cccs1 (configuration not stated)	7	2	-2	.	-2	5	15	0
Cc1nn(CCc2n[nH]c(=S)n2C2CCCCC2)c(C)c1Br	-9	4	4	.	6	4	-26	-4
CC(=O)c1c(N)n(C)c(=O)n(C)c1=O	-1	-13	1	.	0	4	-15	2
O=C(Nc1nnc(S(=O)(=O)N2CCCCCC2)s1)c1ccc(Br)cc1	27	.	.	-16	-2	-3	-7	3
Cc1onc(-c2c(Cl)cccc2Cl)c1C(=O)c1ccc(F)cc1	.	11	-13	-14	1	0	.	1
CN(C)c1ccc(/C=C2\C(=N)N3N=C(CC(=O)N4CCCC4)SC3=NC2=O)cc1Br	-1	-2	-2	14	4	-5	4	-6
O=c1cc(NCCc2ccccc2)c2ccccc2o1	36	-63	-4	-69	.	.	.	-2
CCCC(=O)Nc1ccc2c(c1)OC[C@@H](C)N(C(C)=O)C[C@H](C)[C@H](OC)CN(C)C2=O	-3	-10	12	5	-3	-4	10	.

(list continues)
The line under a structure holds: ARNT-TACC3 inh, LGR2 inh, GSIS activator, PAX8 reporter, Cneo AK release, PglD inh, C2C12 statin, PGC1a acetyl inh
> Cc1ccc([N+](=O)[O-])cc1NC(=O)CN(C(=O)c1ccccc1Cl)C1CCCCC1
→ ., ., ., -2, 0, 4, -8, -12
> O=S(=O)(c1ccc2nc(Cc3cccc(C(F)(F)F)c3)[nH]c2c1)N1CCOCC1
→ -4, -11, -27, ., 0, -5, 19, -1
> O=C(O)c1ccc(CNC(=O)C2CCN(S(=O)(=O)c3ccc4c(c3)OCCO4)CC2)cc1
→ ., 1, 39, -14, 4, 5, -11, -4
> COCCCN1C(=O)C(CC(=O)NCc2cccc3ccccc23)CC(C(=O)N(C(C)C)C(C)C)=C1C (configuration not stated)
→ ., -7, 5, -5, 0, -3, -7, 11
> CC1CCN(C(=O)COC(=O)Cc2ccc(Br)cc2)CC1
→ -14, 10, 21, -6, -7, -1, 18, 8
> O=[N+]([O-])c1ccc2c(c1)C=C1CCCCC1(N1CCCC1)O2 (configuration not stated)
→ 10, ., ., 7, -1, -5, ., -19
> COc1cc2c3c([nH]c2cc1F)C(=O)NCC3
→ -3, -3, 13, -16, -1, -1, -3, .
> Cc1cc(C)cc(OCc2nnc(SCC(=O)N3CCN(c4ccccc4)CC3)o2)c1
→ 3, ., ., ., -2, 3, 15, 4
> CC(C)C1C(=O)N(Cc2cn(CC3CCCCC3)nn2)CCS(=O)(=O)N1Cc1ccc(-c2ccccc2)cc1 (configuration not stated)
→ ., 18, -11, 51, ., ., 17, -1
> CCC(=O)Nc1ccc(-c2nnc(SCC(=O)Nc3nccs3)n2C)cc1
→ -4, ., ., ., 3, -7, 1, 3

For reference, 4 of the compounds above.
The line under a structure holds: ARNT-TACC3 inh, LGR2 inh, GSIS activator, PAX8 reporter, Cneo AK release, PglD inh, C2C12 statin, PGC1a acetyl inh
> CC1CCN(C(=O)COC(=O)Cc2ccc(Br)cc2)CC1
→ -14, 10, 21, -6, -7, -1, 18, 8
> O=[N+]([O-])c1ccc2c(c1)C=C1CCCCC1(N1CCCC1)O2 (configuration not stated)
→ 10, ., ., 7, -1, -5, ., -19
> COc1cc2c3c([nH]c2cc1F)C(=O)NCC3
→ -3, -3, 13, -16, -1, -1, -3, .
> Cc1cc(C)cc(OCc2nnc(SCC(=O)N3CCN(c4ccccc4)CC3)o2)c1
→ 3, ., ., ., -2, 3, 15, 4

Next section:
The line under a structure holds: ARNT-TACC3 inh, LGR2 inh, GSIS activator, PAX8 reporter, Cneo AK release, PglD inh, C2C12 statin, PGC1a acetyl inh
> O=c1[nH]c(=O)c2cn[nH]c2[nH]1
→ -5, -2, ., -9, -3, -3, 0, 4
> O=[N+]([O-])c1cc(-c2ncccn2)cs1
→ -2, -19, -1, 5, ., ., 8, 6
> COc1ccc(N=C2C(=Nc3ccc(OC)cc3)N(c3ccc(OC)cc3)C(=S)N2C(=O)c2ccc(OC)cc2)cc1
→ 7, ., ., ., -2, -20, -15, ?
> O=C(Nc1ccccc1N1CCCCC1)c1ccccc1F
→ -5, ., ., -5, 1, 0, -17, -9
> CNC[C@@H]1Oc2ccc(NC(=O)Cc3cn(C)c4ccccc34)cc2CC(=O)N([C@@H](C)CO)C[C@H]1C
→ 1, -10, 19, -3, 6, 0, 25, -5
> COc1cccc(-n2nnnc2SCC(=O)Nc2ccc(NC(C)=O)cc2)c1
→ -4, -7, 34, 4, 0, 0, 16, .
> O=C(N[C@@H]1C=C[C@@H](CC(=O)N2CCN(c3ccccc3)CC2)O[C@H]1CO)c1ccccc1
→ -8, 8, 10, 15, 0, 1, 4, 13
> C[C@@H]1CN([C@H](C)CO)S(=O)(=O)c2ccc(C3=CCCCC3)cc2O[C@@H]1CN(C)S(=O)(=O)c1ccc(F)cc1
→ -3, -1, 1, ., -3, -3, -18, 3
> CC(OC(=O)c1ccc(S(=O)(=O)NCc2ccco2)cc1)C(=O)Nc1ccc(Cl)cn1 (configuration not stated)
→ 2, 12, -40, 22, ., ., ., .
> OCCN1CCN(CCSc2ccccc2)CC1
→ -8, ., ., 4, -6, 5, 4, 13
> COCCCn1c(=O)c2ccccc2n(CC(=O)NC2CCCC2)c1=O
→ -5, 4, 22, -7, -1, 0, 10, -3
